Screening results: PubChem, National Center for Advancing Translational Sciences (NCATS)
Pin1 inh: blocks the human prolyl isomerase Pin1. actives 0.009% (n = 390,000). Pin1 FP peptide displacement, HiFluor488, 10 min. Q13526. AID 504891. Potency, µM (series often up to 115 µM), inactives show top-dose activity, negative = inhibition, actives largely listed as inhibitors; active = well fitted inhibition curve with a large enough effect in the polarisation, with a control signal flat, not every such curve was filed as active; inconclusive = small, poorly fitted or top-dose-only effect, or effect the other way, or a change in a side signal; inactive = no such curve, though single readings can be large or run the other way; the % refers to the polarisation; note: potency is the fitted concentration of half-maximal effect; % is set by controls: 0 for no effect and ±100 for the full control effect
Target sequence (Q13526 whole entry, looked up): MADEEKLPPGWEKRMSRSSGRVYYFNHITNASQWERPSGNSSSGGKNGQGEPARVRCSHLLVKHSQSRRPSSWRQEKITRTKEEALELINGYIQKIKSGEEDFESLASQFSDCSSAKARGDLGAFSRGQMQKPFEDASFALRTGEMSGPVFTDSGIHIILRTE
IDH1 R132H inh: inhibitors of human mutant IDH1 R132H; O75874; IDH1-R132H enzyme, NADPH consumption, diaphorase/resazurin fluorescence; Potency, µM (highest dose often 76.6 µM), for inactives: at the highest dose activity change, negative = inhibition, usual class: inhibitors; actives 0.093% (n = 390,000); note: potency is the fitted concentration of half-maximal effect; % is set by controls: 0 for no effect and ±100 for the full control effect; nearly all actives have a fitted effect of over 65% in size
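IDH1-R132H (0.5 ug/mL) preincubated 30 min with compound, then NADPH (0.016 mM) and alpha-KG (2 mM) added; 80 min at RT, pH 7.5. Remaining NADPH coupled via diaphorase/resazurin to fluorescence (540/590 nm); concentration-response curves normalized to no-enzyme control.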
HP1b binding inh: HP1-beta chromodomain-methylated histone interaction inhibition; P83916; AlphaScreen HP1-beta / biotin-H3K9me3 peptide binding; Potency, µM (top dose mostly 114 µM), for inactives: at the top dose activity change, negative = inhibition, usual class: inhibitors; actives 0.56% (n = 390,000); note: potency is the fitted concentration of half-maximal effect; nearly all actives have a fitted effect of over 70% in size; inactives centre near 23
Target sequence (P83916 whole entry, looked up): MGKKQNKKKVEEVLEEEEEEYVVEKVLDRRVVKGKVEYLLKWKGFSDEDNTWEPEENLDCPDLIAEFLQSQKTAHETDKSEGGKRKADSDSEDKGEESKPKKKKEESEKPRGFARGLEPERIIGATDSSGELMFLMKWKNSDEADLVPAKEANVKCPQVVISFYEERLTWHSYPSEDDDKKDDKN
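HP1-beta protein (50 nM final) preincubated 30 min at room temperature with biotinylated H3(1-18)K9me3 peptide (50 nM) in PBS pH 7.4, 0.01% Tween-20, then compound added for 30 min. AlphaScreen streptavidin donor/nickel chelate acceptor beads (10 ug/mL final), 30 min dark, luminescence read.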
TrxR1 substrate: is turned over as a substrate by rat TrxR1; O89049; purified TrxR1 substrate turnover, NADPH consumption readout; Potency, µM (titrated, usually from 114 µM), without a hit: at the top dose activity change, negative = substrate turnover; actives 0.01% (n = 390,000); AID 588456; note: potency is the fitted concentration of half-maximal effect; % is set by controls: 0 for no effect and ±100 for the full control effect; nearly all actives have a fitted effect of over 50% in size
Target sequence (O89049 whole entry, looked up): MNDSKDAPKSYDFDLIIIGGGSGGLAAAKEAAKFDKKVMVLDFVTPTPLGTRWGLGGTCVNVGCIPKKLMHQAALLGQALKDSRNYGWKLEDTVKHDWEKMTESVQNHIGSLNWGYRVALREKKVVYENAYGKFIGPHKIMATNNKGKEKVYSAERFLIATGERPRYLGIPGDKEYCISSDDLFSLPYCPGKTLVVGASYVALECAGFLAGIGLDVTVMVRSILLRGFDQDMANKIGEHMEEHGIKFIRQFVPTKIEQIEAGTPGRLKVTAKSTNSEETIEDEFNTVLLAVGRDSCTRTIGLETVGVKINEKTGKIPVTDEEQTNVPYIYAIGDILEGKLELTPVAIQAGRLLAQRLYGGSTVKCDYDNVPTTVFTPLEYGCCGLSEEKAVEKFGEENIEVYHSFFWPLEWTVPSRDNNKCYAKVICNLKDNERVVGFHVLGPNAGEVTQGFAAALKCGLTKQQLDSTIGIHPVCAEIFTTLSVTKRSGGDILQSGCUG
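Rat TrxR1, dispensed at 90 nM, was prereduced with 400 uM NADPH (final) for 5 min at ~22 deg C, then incubated with compound 15 min before 400 uM selenite. A first-read NADPH fluorescence drop versus no-compound background flagged substrates.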
USP1-UAF1 inh: USP1/UAF1 (human) deubiquitinase inhibition; O94782; recombinant USP1/UAF1, Ub-Rhodamine cleavage fluorescence; Potency, µM (highest dose often 57.1 µM), without a hit: at the highest dose activity change, negative = inhibition, most hits filed as inhibitors; actives 0.23% (n = 390,000); AID 743255; note: potency is the fitted concentration of half-maximal effect; % is set by controls: 0 for no effect and ±100 for the full control effect; nearly all actives have a fitted effect of over 60% in size; inactives centre near -12
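USP1/UAF1 complex (1 nM) preincubated 15 min at room temperature with compound, then Ub-Rho substrate (150 nM final) added. Kinetic fluorescence at 480/540 nm over 6 reads at 60 s intervals; 50 mM HEPES pH 7.8, 0.5 mM EDTA, 0.1 mg/ml BSA, 1 mM TCEP, 0.01% Tween-20.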
PGK inhibitor: blocks T. brucei phosphoglycerate kinase; AID 602233; actives 0.043% (n = 380,000); Potency, µM (doses to about 57.5 µM), for inactives: at the highest dose activity change, negative = inhibition, usual class: inhibitors; PGK/GAPDH coupled, Kinase-Glo luminescence, 60 min; P07378; note: potency is the fitted concentration of half-maximal effect; % is set by controls: 0 for no effect and ±100 for the full control effect; nearly all actives have a fitted effect of over 60% in size
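Recombinant glycosomal PGK reaction used 1,3-bisphosphoglycerate generated in-well by GAPDH (100nM final) in 100mM TEA pH 7.6, 5mM MgCl2, 0.01% Tween-20. After 60 minutes at room temperature, ATP was read by Kinase-Glo Plus luminescence end-point.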
rTrxR1 inhibitor: inhibitors of rat thioredoxin reductase 1 | O89049 | recombinant rTrxR1, NADPH fluorescence consumption, selenite substrate | Potency, µM (top dose mostly 114 µM), for inactives: top-dose activity change, negative = inhibition, hits mostly inhibitors | actives 1% (n = 390,000) | AID 588453; note: potency is the fitted concentration of half-maximal effect; % is set by controls: 0 for no effect and ±100 for the full control effect; nearly all actives have a fitted effect of over 65% in size
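Rat TrxR1 (90 nM in the dispensed reagent) was pre-reduced with 400 uM NADPH for 5 min at room temperature, then incubated with compound for 15 min. After 400 uM selenite was added, NADPH fluorescence (Ex 340/Em 450 nm) was followed for 8 min.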
GLS inhibitor: glutaminase GLS (human) inhibition. O94925. GLS enzymatic activity, qHTS titration. Potency, µM (series often up to 45.5 µM), for the others: top-dose activity change, negative = inhibition, hits mostly inhibitors. actives 0.21% (n = 410,000). AID 624170; note: potency is the fitted concentration of half-maximal effect; % is set by controls: 0 for no effect and ±100 for the full control effect
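Read-out is an Amplex red fluorescence increase coupled through glutamate oxidase and HRP, measured before and after 30 min room-temperature incubation. hKGA is in 45 mM KH2PO4 (pH 8.2) with 0.02% Tween-20; glutamine added as 1mM solution.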
PI4K2A block: blocks human PI4K2A kinase activity; Q9BTU6; purified PI4K2A, ADP-Glo luminescence, 1 h; active compounds read low; activity change, negative = inhibition, % at 76.9 µM; actives 0.13% (n = 420,000); in the data active = activity change below about -50%; inconclusive = mostly about -30% to -49%;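 note: -100% = wells without enzyme as full effect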
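In this quantitative HTS, ADP production by PI4K2A was quantified luminescently after 1 h at ambient temperature; 100 microM adenosine served as plate-quality control.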
Active calls of the source: *; i = inactive; ? = inconclusive; · = not tested or not shown; & = joins results of further samples; [ ] = remark or other dose. Unless noted, calls come from the whole dose curve; as a rule, active = well fitted curve in the direction sought with a large enough effect; inconclusive = small, poorly fitted or top-dose-only effect, or another doubt; inactive = no such curve, though single readings can be large; an effect the other way counts as inactive or inconclusive.

Compound | rTrxR1 inhibitor | Pin1 inh | GLS inhibitor | HP1b binding inh | PI4K2A block | IDH1 R132H inh | PGK inhibitor | USP1-UAF1 inh | TrxR1 substrate
Cc1cc(C)cc(NS(=O)(=O)c2c(C)nc3scc(C)n3c2=O)c1 | -3% | 6% | -2% | 23% | 0 | -1% | 12% | 5% | -4%
CCC(C)NC(=O)Nc1ccc(F)c(Cl)c1 (centres undefined) | 9%[57.1 µM] | 8% | 5% | 40%[activator] | 0 | 17% | 2% | -23% | 2%
CCOC(=O)CN1C(=O)C2Cc3ccccc3CN2C1=S (centres undefined) | 24%[11.4 µM] | -5% | 3% | ? | 3 | ? | -8% | -6% | 6%[11.4 µM]
O=C1OC(c2ccccc2)(N(Nc2ccccc2)c2ccccc2)c2ccccc21 (centres undefined) | · | · | 10% | · | -2 | 0% | 4% | -11% | ·
CN(Cc1ccccc1)Cc1nc2c([nH]1)c(=O)[nH]c(=O)n2C | 14% | -8% | 5% | 16% | -1 | -3% | 4% | -6% | 4%
CC1CN(CCCCSc2ccc(Cl)cc2)CC(C)O1 (centres undefined) | -4% | -2% | 5% | ? | 0 | 5% | 1% | -1% | -8%
Cc1ccc(C)c(OCC(=O)Nc2ccccc2N2CCCC2)c1 | -5% | 0% | 20% | 12% | -4 | -10% | 3% | -16% | -7%
CCC(=O)Nc1ccc(-c2nnc(SCC(=O)NCC3CCCO3)n2C)cc1 (centres undefined) | -6%&5% | -8% | 1% | 25% | -3 | 1% | 0% | -17% | -5%&-6%
CCOc1cc(/C=N/NC(=O)OC)ccc1OCCSc1ccc(Cl)cc1 | -10% | 1% | -2% | 28% | 2 | 4% | -7% | -11% | -3%
Cc1cccc(NC(=O)Cn2c(=O)n(CCCCCC(=O)NCc3ccc4c(c3)OCO4)c(=O)c3sccc32)c1 | 23% | -1% | -2% | 30% | 4 | -14% | 2% | 3% | 0%
Cc1ccc(NC(=O)C2CCCC2)cc1S(=O)(=O)N1CCOCC1 | 3% | -3% | 6% | 43%[activator] | 2 | -8% | 7% | -4% | -7%
Cc1nc2cc(S(=O)(=O)N3CCC(C(=O)O)CC3)ccc2n1C1CCCC1 | -7%[57.1 µM] | 2% | 0% | 55% | -3 | -1% | -7% | -8% | -4%[0.457 µM]
O=C(/C=C/c1ccccc1)N1CCC(N2CCC(C(=O)N3CCOCC3)CC2)CC1 | 27%[11.4 µM] | 3% | -3% | 32% | -1 | 8% | -4% | -4% | 16%
c1cc(-c2cc3cc(N4CCOCC4)ccc3o2)cs1 | 5% | -2% | 3% | 17% | -5 | -6% | -3% | -6% | 14%
CC(=O)N1CCN(C(=O)c2cc(-c3cccc4ccccc34)nc3ccccc23)CC1 | -13% | 5% | 3% | 16% | -1 | 3% | 5% | -19% | 10%
COc1ccc(-c2c(-c3ccc(OC)c(C)c3O)n[nH]c2C)cc1 | 26% | ? | -4% | 25% | 3 | -9% | 2% | -24% | -4%
COc1ccccc1OCC(=O)NCCSCc1ccccc1Cl | -10% | 10% | -1% | ? | -6 | -1% | -1% | -6% | -16%
O=C(NCC(c1ccco1)N1CCCC1)c1cc2ccccc2s1 (centres undefined) | -23% | 7% | 18% | 19% | 1 | -6% | 1% | -15% | -9%
O=C1/C(=C/c2ccccc2)N=C(N2CCOCC2)N1c1cccc(Cl)c1 | 8% | 2% | 3% | 103%[activator] | -2 | 17% | i | -6% | 1%
CC1(C)CC(=O)CC2(C1)NCC(c1ccccc1)c1c2[nH]c2ccccc12 (centres undefined) | 1% | 3% | 20% | 16% | 18 | -1% | 4% | -10% | -8%
O=C(Cc1cccs1)N[C@@H]1c2ccccc2CC[C@@H]1OCc1ccccc1 | 34% | -3% | -1% | 23% | 2 | 3% | -11% | -9% | 2%
C[C@@H]1CN([C@H](C)CO)C(=O)c2cc(Br)cnc2O[C@@H]1CN(C)C(=O)C1CCOCC1 | · | · | -12% | · | 6 | 16% | -10% | -20% | ·
CCOC(=O)C1CCCN(C(=O)c2cc(-c3ccc(C)cc3)on2)C1 (centres undefined) | -5% | -1% | 7% | 35% | 1 | -2% | 0% | -2% | -6%
O=C(CNC(=O)c1ccccc1)Oc1ccc([N+](=O)[O-])cc1 | ? | 0% | 0% | 63%[activator] | 0 | -5% | -2% | -1% | -10%
Cc1ccccc1NC(=O)CN1C(=O)NC2(CCCCCCC2)C1=O | 4% | -6% | -2% | 23% | -3 | 9% | i | -20% | -4%
O=C(CCc1nc(-c2ccccc2)no1)Nc1cc(C(F)(F)F)ccc1Cl | -14% | 10% | -27% | 43%[activator] | -11 | 12% | -3% | -25% | -7%
CN1CCN(CCC(=O)Nc2ccc(C3CCCC3)cc2)CC1 | 3% | 1% | 0% | 36% | 0 | -7% | 12% | -26% | -2%
O=[N+]([O-])c1ccc(OCCO)nc1 | 21%[57.1 µM] | -4% | 0% | 8% | 0 | -6% | -6% | 6% | 6%[57.1 µM]
Cc1cc(N/N=C/c2ccccc2)nc(N)n1 | 23% | 0% | 17% | 49%[activator] | -3 | 14% | -5% | -8% | -5%
CC[C@H]1OC(=O)[C@H](C)[C@@H](O[C@H]2C[C@@](C)(OC)[C@@H](O)[C@H](C)O2)[C@H](C)[C@@H](O[C@@H]2O[C@H](C)C[C@H](N(C)C)[C@H]2O)[C@](C)(O)C[C@@H](C)[C@@H]2N[C@@H](COCCOC)O[C@H]([C@H]2C)[C@]1(C)O | 27% | 27% | -3%&-9% | 14% | 1 | 9% | -3% | -10% | 12%
CCOc1ccc2[nH]c(=O)c(CN(Cc3cccs3)C(CC)c3nnnn3C(C)(C)CC)cc2c1 (centres undefined) | 17%[57.1 µM] | 13% | ? | ? | 15 | -4% | 5% | -16% | 14%[57.1 µM]
Cc1nc(N2CCN(c3ccccn3)CC2)c2c(C)c(C(=O)Nc3ccc(F)cc3Cl)sc2n1 | 203%[activator] | 18% | 3% | 28%[57 µM] | -7 | -6% | -6% | -10% | 91%[activator]
CCOC(=O)c1ccc(NC(=O)CCNS(=O)(=O)c2cccs2)cc1 | 15%[57.1 µM] | 2% | -7% | 22% | -1 | 4% | 0% | -9% | -11%
CCOc1ccc(-n2c(SCC(=O)NC3CCCCC3)nc3c([nH]c4ccccc43)c2=O)cc1 | 45%[activator][57.1 µM] | 5% | 3% | 23%[57 µM] | -2 | -4% | 1% | -7% | 7%[57.1 µM]
[O-]C(=C(C(=S)Nc1cccc2ccccc12)[n+]1ccccc1)c1ccc2c(c1)OCCO2 | 23% | 9% | -21% | ? | 5 | 5% | -2% | -23% | 11%
CCN1CCN(CCCNC(=O)C2CCN(c3nnc(-n4cccc4)s3)CC2)CC1 | 18% | 2% | 4% | 22% | 1 | -1% | -9% | -10% | -5%
CN=c1scc(-c2ccccc2F)n1/N=C(\C)c1cccnc1 | -5%[57.1 µM] | 1% | 14% | ? | 1 | 2% | -4% | -9% | -7%[57.1 µM]
CCOC(=O)C1CCCN(Cc2cc(=O)oc3cc(C)c(C(C)C)cc23)C1 (centres undefined) | 16%[57.1 µM] | 0% | 0% | 52%[activator] | 0 | 15% | -3% | -27% | -9%

Structures shown so far containing four or more nitrogen atoms (9):
Compound | rTrxR1 inhibitor | Pin1 inh | GLS inhibitor | HP1b binding inh | PI4K2A block | IDH1 R132H inh | PGK inhibitor | USP1-UAF1 inh | TrxR1 substrate
CN(Cc1ccccc1)Cc1nc2c([nH]1)c(=O)[nH]c(=O)n2C | 14% | -8% | 5% | 16% | -1 | -3% | 4% | -6% | 4%
CCC(=O)Nc1ccc(-c2nnc(SCC(=O)NCC3CCCO3)n2C)cc1 (centres undefined) | -6%&5% | -8% | 1% | 25% | -3 | 1% | 0% | -17% | -5%&-6%
Cc1cccc(NC(=O)Cn2c(=O)n(CCCCCC(=O)NCc3ccc4c(c3)OCO4)c(=O)c3sccc32)c1 | 23% | -1% | -2% | 30% | 4 | -14% | 2% | 3% | 0%
Cc1cc(N/N=C/c2ccccc2)nc(N)n1 | 23% | 0% | 17% | 49%[activator] | -3 | 14% | -5% | -8% | -5%
CCOc1ccc2[nH]c(=O)c(CN(Cc3cccs3)C(CC)c3nnnn3C(C)(C)CC)cc2c1 (centres undefined) | 17%[57.1 µM] | 13% | ? | ? | 15 | -4% | 5% | -16% | 14%[57.1 µM]
Cc1nc(N2CCN(c3ccccn3)CC2)c2c(C)c(C(=O)Nc3ccc(F)cc3Cl)sc2n1 | 203%[activator] | 18% | 3% | 28%[57 µM] | -7 | -6% | -6% | -10% | 91%[activator]
CCOc1ccc(-n2c(SCC(=O)NC3CCCCC3)nc3c([nH]c4ccccc43)c2=O)cc1 | 45%[activator][57.1 µM] | 5% | 3% | 23%[57 µM] | -2 | -4% | 1% | -7% | 7%[57.1 µM]
CCN1CCN(CCCNC(=O)C2CCN(c3nnc(-n4cccc4)s3)CC2)CC1 | 18% | 2% | 4% | 22% | 1 | -1% | -9% | -10% | -5%
CN=c1scc(-c2ccccc2F)n1/N=C(\C)c1cccnc1 | -5%[57.1 µM] | 1% | 14% | ? | 1 | 2% | -4% | -9% | -7%[57.1 µM]

This is a subset; rates above refer to the full screens.
